Screening data deposited in PubChem by several laboratories.
S1P1 ag-PAM – activates or potentiates agonism at human S1P1 receptor; activation, % at 9.5 µM; P21453; 56,000 compounds, 0.57% hits; S1P1 CRE-bla cells, forskolin, beta-lactamase FRET, potentiator mode; S1P1 agonist co-added at EC20, 2 nM; 100% = saturating reference agonist, 0% = basal;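 active means activation above a cutoff set at the mean activation of all tested compounds plus 3 SD, cut at about 54% in these data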;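 further: forskolin at 4 µM as EC80 and the EC20 agonist is SEW2871; 100% = SEW2871 at its EC100 plus forskolin at EC80; some compounds past the cut are filed as inactive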
Target sequence (P21453 whole entry, looked up): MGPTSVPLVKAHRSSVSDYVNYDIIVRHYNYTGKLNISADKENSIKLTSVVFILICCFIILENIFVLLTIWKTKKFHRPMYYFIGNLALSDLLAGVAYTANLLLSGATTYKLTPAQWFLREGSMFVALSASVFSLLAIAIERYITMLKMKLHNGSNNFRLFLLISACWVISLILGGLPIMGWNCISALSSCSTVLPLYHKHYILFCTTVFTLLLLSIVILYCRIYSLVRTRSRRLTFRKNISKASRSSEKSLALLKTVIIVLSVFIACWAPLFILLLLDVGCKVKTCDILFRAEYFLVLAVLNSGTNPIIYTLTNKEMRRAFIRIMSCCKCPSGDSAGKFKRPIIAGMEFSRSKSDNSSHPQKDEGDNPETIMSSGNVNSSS
5HT1E antag – blocks the human 5-HT1E serotonin receptor | inhibition, % at 6 µM | 65,000 compounds, 0.99% hits | CHO 5-HT1E Ga15 NFAT-bla reporter, FRET, antagonist | AID 571 | P28566;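 active means inhibition above a set limit, the mean inhibition across every tested compound plus 3 SD, cut at about 29% in these data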;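 further: signal is the 460 over 535 nm emission ratio of beta-lactamase substrate; 0% = agonist plus DMSO wells and 100% = wells without agonist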
HER2 expr 66K – inhibitors of human Her2 kinase expression; P04626; SKBR-3 HER2 protein level, AlphaScreen, 18-24 h; hits give low values; HER2 level % of control, % at 10 µM; 65,000 compounds, 0.69% hits; AID 645;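 active means HER2 level under 5% of the carrier-only control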;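 further: 100% = DMSO carrier and 0% = 500 nM PU-H71 HSP90 inhibitor; lower value means stronger loss of Her2 protein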
HTR1E agonist – 5-HT1E (human) receptor agonism; 65,000 compounds, 0.69% hits; AID 574; CHO 5-HT1E Ga15 NFAT-bla reporter, FRET; 0% DMSO wells, 100% control agonist wells; activation, % at 6 µM;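 active means activation above a set limit, the screen-wide mean activation plus 3 SD, cut at about 8.5% in these data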;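 further: 100% = positive control agonist at 1 µM giving full maximal response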
HEK293 NFkB inh – inhibitors of the PMA/ionomycin-induced NF-kB reporter in HEK293 cells | HEK-293 NF-kB luciferase reporter, luminescence | inhibition, % at 3 µM | 62,000 compounds, 0.21% hits;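 active means inhibition above the mean of all tested compounds plus 3 SD, cut at about 40% in these data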;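 further: 0% = stimulated DMSO wells and 100% = 10 µM reference inhibitor 5653914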
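Timing: 1 h pretreatment, 16 h stimulation, 37 °C; system: HEK-293 cells with stable firefly luciferase reporter driven by four HIV NF-kB elements; doses: 3 µM once, 0.30% DMSO; measured by: luciferase luminescence; control set: DMSO and 10 µM reference inhibitor; repeats: single test; reagent: PMA plus ionomycin mix as NF-kB-activating stimulus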
S1P3 ag – agonists of human S1P3 receptor; Q99500; S1P3 NFAT-BLA reporter cells, agonism, FRET ratio; relative to 1 µM S1P, basal subtracted; activation, % at 4.5 µM; 60,000 compounds, 0.1% hits; AID 373;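 active means activation above the screen-wide mean plus 3 SD, cut at about 4.5% in these data, passing the limit was not always enough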; further: some compounds called inactive have numbers as strong as hits
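Assay system: stable CHO line with human S1P3, Gα16, NFAT-BLA reporter; Detection: FRET β-lactamase substrate fluorescence, excitation 405 nm, 460/535 nm emission ratio, background-subtracted; Read-out: percent activation versus median 1 µM S1P response, basal-subtracted, per plate; Incubation: cells plated overnight, compound 4 h 37 °C, substrate 2 h RT.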
M1 agonist – agonists of M1 muscarinic receptor; CHO-M1 cells, Fluo-4 calcium fluorescence, agonist mode; hits give high values; B-score at 10 µM; 64,000 compounds, 3% hits; AID 626;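 active means fluorescence rise, raw or as B-score row- and column-corrected plate score, outside the 99.7% band of its plate's samples, either direction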
Jurkat tox 60K – cytotoxic compounds reducing Jurkat cell viability | Jurkat E6.1 viability, ATP luminescence, 48 h | inhibition, % at 4 µM | 56,000 compounds, 1.2% hits | AID 463;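 active means inhibition above the mean inhibition of all tested compounds plus 3 SD, cut at about 28% in these data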
M1 antagonist – M1 muscarinic receptor (rat) antagonism; P08482; CHO-M1 cells, Fluo-4 calcium, ACh EC80 antagonist mode; hits give low values; B-score at 10 µM; 64,000 compounds, 3.4% hits;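 active means calcium fluorescence response, raw or row-and-column corrected B-score, differing from the plate sample mean either way at a set confidence level, mostly lower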
Target sequence (P08482 whole entry, looked up): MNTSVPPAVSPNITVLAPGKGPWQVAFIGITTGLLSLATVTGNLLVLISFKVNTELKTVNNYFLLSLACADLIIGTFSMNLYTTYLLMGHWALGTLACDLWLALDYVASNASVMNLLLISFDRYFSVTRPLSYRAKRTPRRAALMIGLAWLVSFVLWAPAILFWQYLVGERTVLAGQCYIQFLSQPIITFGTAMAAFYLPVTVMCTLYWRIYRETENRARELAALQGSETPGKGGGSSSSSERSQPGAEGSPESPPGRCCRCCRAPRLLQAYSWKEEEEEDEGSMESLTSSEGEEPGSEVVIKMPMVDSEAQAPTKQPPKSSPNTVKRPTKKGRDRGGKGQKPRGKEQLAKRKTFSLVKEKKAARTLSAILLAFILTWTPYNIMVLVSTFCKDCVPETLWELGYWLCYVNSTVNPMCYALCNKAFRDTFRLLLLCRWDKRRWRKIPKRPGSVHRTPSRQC
The depositor's hits bear a star; x = no result given. The order is random; about 9.2% have a hit in one of these screens.

SMILES,S1P1 ag-PAM,5HT1E antag,HER2 expr 66K,HTR1E agonist,HEK293 NFkB inh,S1P3 ag,M1 agonist,Jurkat tox 60K,M1 antagonist
COc1cccc(NC2SC(=O)N(c3ccccc3)C2=O)c1 (centres undefined),-19,-6,107,0.0,11,-1.7,-0.0015,-4,-0.18
Nn1c(SC/C=C/c2ccccc2)nnc1-c1ccccn1,x,11,109,-1.9,26,x,-0.5,x,-0.12
N#Cc1c(-c2ccco2)cc(-c2ccccn2)nc1N,-52,-2,-1.2*,0.0,-9,-0.1,x,1,x
O=C1C2CC=C(Cl)CC2C(=O)N1CC1Cc2ccccc2CO1 (centres undefined),-14,-8,83,-0.2,15,-0.7,2.2*,5,0.43
Cc1[nH]c2ccccc2c1C(=O)CN1CCCCC1C (centres undefined),-11,3,96,-0.8,12,-1.7,0.92,7,0.34
CCOc1ccccc1C1C(C(N)=O)=C(C)Nc2nc(CCCO)nn21 (centres undefined),-4,-2,99,0.4,-9,0.3,-1.2,0,-0.32
CCOC(=O)c1cc(NC(=O)c2cccnc2)cc(C(=O)OCC)c1,-5,11,79,-0.2,5,-0.3,-0.21,2,-0.42
CCOc1ccccc1NS(=O)(=O)c1ccc(OC)c(OC)c1,7,-2,88,-0.3,3,-1.4,-0.15,11,0.047
O=C(Nc1cccc2ccccc12)N1CCN(Cc2ccccc2)CC1,-1,4,93,2.5,13,-0.5,x,-7,x
Cc1c(NC(=O)c2c(F)c(F)c(F)c(F)c2F)c(=O)n(-c2ccccc2)n1C,4,-4,87,0.2,5,-0.4,-1.1,2,-0.037
CCOC(=O)C1CCCN(C(=O)Cn2cccc2C(=O)c2ccccc2)C1 (centres undefined),-7,9,102,-0.1,9,-0.9,-2.6*,7,0.45
O=C(C1CCN(Cc2ccccc2)CC1)N1CCCC1,-10,-17,88,-0.6,5,-1.7,x,-14,x
CCOc1ccc(C(C)=O)cc1CSc1nnc(-c2ccoc2C)n1N,14,-2,102,-0.2,8,-1.8,-1.3,1,0.42
CC(=O)NCCc1nc2ccccc2[nH]1,2,-4,77,1.1,20,-0.8,0.3,12,0.068
O=C(Cc1cccs1)NCc1ccccc1,-6,-3,101,-0.4,7,0.8,0.088,-3,-0.15
Clc1ccc2oc(-c3ccccn3)nc2c1,-31,-7,103,-1.2,-27,-0.3,0.44,3,0.032
CCN(CC)C(=O)Cn1cnc2c1c(=O)n(C)c(=O)n2C,x,-4,104,0.0,7,x,-0.047,x,0.0048
CN(C)/C=C/c1c(C#N)c(=O)ncn1Cc1ccccc1,-6,3,120,-0.1,21,-0.3,1,0,-0.063
O=C(CCn1cccc1)N1CCc2ccccc21,-6,4,93,-0.5,6,-0.8,0.32,2,0.38
CCOC(=O)N1CCN(C(=O)CSCC(=O)Nc2nc(-c3ccc4c(c3)OCO4)cs2)CC1,5,14,77,0.2,7,-1.6,-0.19,3,0.067
Cc1c(C(=O)Nc2ccc(-n3cnnn3)cc2)oc2ccccc12,3,24,97,1.0,1,-0.2,2,-2,-0.31
O=C(Nc1nnc(SCC(=O)N2CCCCC2)s1)c1cccs1,-12,-8,102,-0.6,-2,0.2,0.18,0,0.0002
COc1ccccc1N1CCN(C(=O)C2CCN(S(=O)(=O)c3ccc(F)cc3)CC2)CC1,-1,-11,97,0.0,-4,-0.3,-0.95,-5,-0.14
Cn1nnc2cc(C(=O)NC(C)(C)C)ccc21,-6,-8,115,1.8,-3,0.1,-0.33,-6,2.3
O=C(Cn1cnc2c(nnn2-c2ccccc2)c1=O)N1CCCc2ccccc21,-13,1,89,0.6,8,0.0,-0.24,2,0.27
Cc1ccc(-n2nc(-c3cccs3)cc2C(=O)NCC2CCCO2)c(C)c1 (centres undefined),16,0,73,-0.6,21,-1.1,0.75,7,-0.84
CC(=O)N1CCN(c2ccc(NCc3ccccc3)cc2)CC1,-22,-9,109,0.7,10,-1.1,-0.39,-4,0.46
Cc1cc(=O)[nH]c(-c2ccccc2O)n1,-15,9,85,0.3,12,-1.2,-0.3,1,0.76
CCOc1ccc(OCC(=O)N2CCOCC2)cc1,-15,9,104,-1.9,6,-0.9,0.12,-1,0.38
COc1cc(C2CC(C(F)(F)F)n3ncc(C(=O)O)c3N2)cc(OC)c1OC (centres undefined),-2,-7,169,-0.3,x,-1.5,-0.011,x,0.57
Cc1csc(NC(=O)CN2CCCCCC2)n1,-6,-6,82,-0.4,2,-0.5,-0.19,1,-0.46
CCOCC(=O)Nc1sc2c(c1C(=O)OCC)CCCC2,-26,9,109,0.4,21,-1.1,-0.14,4,0.33
COc1ccc(OC)c(C(c2nnnn2CC2CCCO2)N2CCN(C)CC2)c1 (centres undefined),-11,-2,115,-0.2,6,0.1,0.34,1,-0.15
CN(C)S(=O)(=O)N1CCN(C(=O)N2CCCCC2)CC1,-27,-16,104,0.5,10,-0.6,0.67,0,-0.12
Cc1cc(C(=O)Nc2ccccn2)cs1,-3,-3,121,0.7,-40,-1.0,0.58,8,0.53
CCOC(=O)c1ccccc1NC(=O)c1ccc(Cl)c(S(=O)(=O)N2CCOCC2)c1,x,-8,109,0.4,16,-0.1,-1.3,-5,1.2
CCOC(=O)Cc1nnc(NC(=O)CSc2nnc3c4ccccc4n(C)c3n2)s1,-29,3,104,1.1,13,-1.6,-0.31,5,0.5
CCCCCOc1ccc(C2NC(=O)NC2=O)cc1 (centres undefined),-17,25,96,-0.8,7,-1.3,-0.14,-1,0.13
CCCCN(CC)CCNc1c(NC2CCN(C(=O)OCC)CC2)c(=O)c1=O,4,-3,99,0.3,8,0.6,0.27,-5,-0.063
COC(=O)c1cc(NC2c3ccccc3C(=O)N2c2ccc(Cl)cn2)cc(C(=O)OC)c1 (centres undefined),-30,-12,84,0.8,8,-1.3,-0.27,-5,0.74
Cc1ccccc1CN1CCN(CC(=O)NCc2ccco2)C1=O,-15,-6,88,-1.5,10,-0.8,-0.81,3,-0.01
Cc1cc(C)c2c(n1)SCC(=O)N2CC(=O)NCCC1=CCCCC1,-18,3,98,0.6,6,0.0,-0.85,2,-1.1
CCC1(C)Nc2ccccc2C(=O)N1O (centres undefined),-6,-5,96,0.1,-5,0.4,-0.19,1,0.12
CC1(C)CC(=O)C(C=Nc2ccccc2)=C(O)C1,-9,16,108,-1.7,-6,-1.4,0.66,-3,0.058
CC(=O)Nc1ccccc1O,-18,1,84,3.8,x,-2.8,0.72,x,0.67
Cc1onc(-c2ccccc2)c1C(=O)Nc1sc2c(c1C#N)CCC2,-14,-3,68,-1.2,8,-1.1,-0.047,49*,-0.57
CC12C(=O)N(c3ccccc3C(=O)O)C(=O)C1C1C=CC2C1 (centres undefined),-24,-13,101,-0.2,14,0.3,0.032,-4,-0.051
Cc1ccccc1Nc1nc(N)nc(CSc2nnnn2-c2ccccc2)n1,0,8,163,-0.3,-1,-0.2,1.7,4,-1.2
CCC(=O)N1CCc2cc(S(=O)(=O)NCCC(=O)Nc3ccccc3C)ccc21,-8,8,92,-0.6,15,-0.5,-1.5,4,-0.55
COC(=O)CSc1nnc(-c2ccc(S(=O)(=O)NCc3cccs3)cc2)o1,-11,-1,70,0.3,-5,-0.1,-1.5,-7,0.97

New compounds follow.
SMILES,S1P1 ag-PAM,5HT1E antag,HER2 expr 66K,HTR1E agonist,HEK293 NFkB inh,S1P3 ag,M1 agonist,Jurkat tox 60K,M1 antagonist
CC(=O)c1cccc(NC(=O)C2CCCN(S(=O)(=O)c3ccc(F)cc3)C2)c1 (centres undefined),30,2,109,6.1,12,-0.5,0.36,-2,-1.4
O=C(NCCN1CCCC1)c1ccc2c(c1)N(Cc1ccc(F)cc1)C(=O)c1ccccc1S2=O (centres undefined),-15,-2,65,0.2,12,-0.7,0.013,-4,-1.1*
COc1cc(OC)c(C2=NOC(C(=O)Nc3c(C)nn(CC(=O)N4CCCC4)c3C)C2)cc1Cl (centres undefined),9,-6,98,-0.4,11,-0.6,0.19,6,-0.0039
COc1cc(C2C3C(=O)N(c4ccccc4)C(=O)C3ON2c2ccccc2)cc(OC)c1OC (centres undefined),-19,-8,58,-0.1,10,-0.5,1.8,6,-0.17
O=c1c2ccccc2nc(SCc2nnc(-c3ccccc3)o2)n1-c1ccccc1,-12,20,133,-0.5,6,-0.6,x,-2,x
CC1CCN(S(=O)(=O)c2ccc(-c3nnc(SCc4cccnc4)o3)cc2)CC1,-22,2,73,-0.9,15,-0.9,-0.72,2,-0.3
CCCOc1ccc(OC(=O)c2ccc(Br)o2)cc1,-23,-2,127,-0.5,7,-1.3,-0.54,0,0.42
O=C(c1ccc(N2C(=O)C3CC=C(Cl)CC3C2=O)cc1)N1CCCCC1 (centres undefined),-2,4,118,-0.6,x,-4.4,-1.3,x,0.84
CCCCc1nc(SCC(=O)Nc2ccc(S(N)(=O)=O)cc2)n[nH]1,-11,0,67,14*,9,1.7,x,1,x
Cc1ccc(Cn2ccc(NC(=O)c3cc(-c4ccc(Br)cc4)on3)n2)cc1,-11,7,85,-0.7,-2,0.2,0.19,-8,0.58
CCn1c(COc2cccc(OC)c2)nnc1SCC(=O)N1CCOCC1,-18,-11,99,-0.6,6,-0.1,-0.21,2,1.1
CCN1CCN(C(=O)c2sc3nc(C)nc(N4CCC(C)CC4)c3c2C)CC1,-54,-3,78,-0.5,12,0.2,0.13,-1,0.32
COc1cc(C(=O)Nc2oc(-c3ccccc3)c(-c3ccccc3)c2C#N)cc(OC)c1OC,-1,-3,36,0.3,17,-0.9,3.3*,-5,-0.93
O=C(CC1OC(=O)c2ccccc21)Nc1ccccc1N1CCOCC1 (centres undefined),-2,-8,102,-0.1,1,0.7,-0.21,-3,-0.88
O=C(Nc1ccc(C(=O)Oc2ccccc2)c(O)c1)c1ccco1,34,-4,43,0.6,-13,-1.7,x,2,x
Nc1c(C(=O)NCCN2CCOCC2)c2nc3ccccc3nc2n1-c1ccccc1,-2,11,82,-0.1,0,0.2,0.66,-1,0.056
COc1ccc(NC(=O)CSc2nc3ccccc3c(=O)n2CCNC(C)=O)c(OC)c1,-14,16,89,-0.1,13,0.6,0.18,-10,0.75
Nn1c(COc2ccccc2)nnc1SC(F)F,-4,0,112,-0.2,9,-1.4,-0.19,6,0.092
CCOC(=O)C1=C(C)NC(=O)NC1/C(C)=C/c1ccccc1 (centres undefined),-5,0,115,-0.4,20,-0.7,0.046,0,0.38
Cc1noc(C)c1COC(=O)CCc1ccc(S(=O)(=O)N2CCCCC2)cc1,34,3,121,0.1,15,-0.5,-0.5,-3,-0.47
Cc1ccc(Cn2c(Sc3ncccn3)nc3c2c(=O)[nH]c(=O)n3C)cc1,x,5,60,0.3,-4,x,0.024,x,0.41
